# Assay outcomes deposited in PubChem BioAssay by several laboratories.
# Hsp70 activator – Hsp70 transcriptional activators, primary screen, cell-based, HeLa, Hsp70 promoter luciferase, luminescence, 10 µM; HeLa Hsp70 promoter luciferase reporter; scaled: vehicle 0, proteasome-inhibitor control 100%; AID 1203, 2008; actives 0.04% (n = 200,000); activation, % at 10 µM;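 active = activation above the mean across all tested compounds plus 3 SD, cutoff set per campaign, cut at about 5.5% in these data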;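 also: 100% = MG132 at 30 µM as the positive control and 0% = DMSO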
# STAT1 blocker – STAT1 signaling inhibitors, primary screen, cell-based, HTS, luciferase reporter; actives 0.35% (n = 200,000); NIH 3T3 STAT1-luciferase reporter, IFN-gamma, luminescence; AID 920, 2007; inhibition, % at 5.5 µM;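 active = inhibition above a set limit, the mean inhibition across all tested compounds plus 3 SD, cut at about 34% in these data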;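 also: 0% = IFN-gamma with DMSO and 100% = IFN-gamma with 300 µM nifuroxazide; values of inactives mirror those of a sister screen read the other way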
# APP 5'UTR act – activators of APP 5'UTR luciferase reporter, primary screen, SH-SY5Y cells; AID 1276, 2008; activation, % at 2 µM; SH-SY5Y APP 5'UTR luciferase reporter, luminescence; zero percent = DMSO vehicle wells; actives 1% (n = 190,000);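 active = activation above a set limit, based on mean plus 3 SD of controls, cut at about 140% in these data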; also: values of inactives mirror those of a sister screen read the other way
# STAT1 act – STAT1 signaling activators, primary screen, cell-based, HTS, luciferase reporter. actives 2.6% (n = 200,000). NIH 3T3 STAT1-luciferase reporter, IFN-gamma, luminescence; 100% = IFN-gamma alone, no compound. activation (% of control), % at 5.5 µM;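 active = activation above the screen-wide mean activation plus 3 SD, cut at about 130% in these data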;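 also: raw ratio to IFN-gamma control signal so 100% means no change and 0% no light; values of inactives mirror those of a sister screen read the other way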
# Redox H2O2 prof – compounds producing H2O2 with reducing agent – biochemical, NIH compound library profiling, artefact control for MLSCN library redox annotation, primary screen; DTT-dependent redox cycling H2O2, phenol red/HRP absorbance; 100% = 100 µM peroxide control, 0% = buffer; activation, % at 10 µM; actives 0.03% (n = 200,000); AID 878, 2007;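 active = activation of at least 50% relative to the plate's high and low controls in the primary single-dose screen; inactive = activation below 50%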;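 also: compound incubated with DTT at 0.8 mM final as the reducing agent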
# STAT3 activator – IL-6 driven STAT3 reporter potentiators, primary screen, U3A cells, luciferase, luminescence, MLSCN library; IL-6 STAT3-luciferase reporter; 100% = signal with IL-6 EC80 alone; activation (% of control), % at 5.6 µM; actives 0.91% (n = 190,000);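 active = activation above the screen-wide mean of compound activation plus 3 SD, cut at about 130% in these data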;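 also: 0% = background luminescence of wells with medium and substrate only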
#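 Material: STAT3-luciferase reporter U3A cells; Probe or stimulus: IL-6 (33 ng/mL); Incubation: compound pre-incubation 1 h before IL-6, then 6 h stimulation at 37 °C; Technique: luminescence from STAT3-driven luciferase reporter; Evaluation: % activation versus median of IL-6-stimulated wells; Controls: IL-6-only high control.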
# TLR4-MyD88 BLA – inhibitors of TLR4-MyD88 association in cells, primary screen, cell-based, HeLa CL3-4, BLA complementation, FRET ratio; AID 861, 2007; Toll-like receptor 4 (Homo sapiens) + Myeloid differentiation primary response protein …; actives 0.18% (n = 200,000); HeLa CL3-4 TLR4/MyD88 BLA complementation; inhibition, % at 8.4 µM; in the data active = inhibition above about 25%;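 also: 0% = vehicle and 100% = reference inhibitor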
# Target sequence (O00206 whole entry, looked up): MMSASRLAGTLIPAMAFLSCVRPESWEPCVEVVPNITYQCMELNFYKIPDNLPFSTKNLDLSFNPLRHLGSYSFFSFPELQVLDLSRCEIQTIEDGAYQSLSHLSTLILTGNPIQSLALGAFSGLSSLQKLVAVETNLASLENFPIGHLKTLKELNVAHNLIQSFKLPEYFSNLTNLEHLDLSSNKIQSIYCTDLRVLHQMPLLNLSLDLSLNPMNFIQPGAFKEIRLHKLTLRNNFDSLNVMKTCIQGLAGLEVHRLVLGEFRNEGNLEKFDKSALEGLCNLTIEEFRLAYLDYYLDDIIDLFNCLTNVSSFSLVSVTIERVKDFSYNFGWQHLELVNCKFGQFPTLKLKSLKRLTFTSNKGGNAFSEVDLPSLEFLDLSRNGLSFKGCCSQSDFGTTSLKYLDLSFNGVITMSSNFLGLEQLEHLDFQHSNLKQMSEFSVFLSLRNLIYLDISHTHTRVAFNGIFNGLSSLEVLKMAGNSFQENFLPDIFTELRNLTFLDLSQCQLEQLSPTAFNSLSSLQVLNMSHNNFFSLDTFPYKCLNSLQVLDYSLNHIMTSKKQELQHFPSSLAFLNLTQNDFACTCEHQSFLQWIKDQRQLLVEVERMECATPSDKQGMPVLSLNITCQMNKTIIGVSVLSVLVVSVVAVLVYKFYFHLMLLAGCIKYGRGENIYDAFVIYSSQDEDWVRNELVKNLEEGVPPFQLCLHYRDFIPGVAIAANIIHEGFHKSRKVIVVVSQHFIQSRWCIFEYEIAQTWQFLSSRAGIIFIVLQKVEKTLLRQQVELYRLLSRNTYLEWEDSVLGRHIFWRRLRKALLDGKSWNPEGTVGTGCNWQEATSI
# Target sequence (Q99836 whole entry, looked up): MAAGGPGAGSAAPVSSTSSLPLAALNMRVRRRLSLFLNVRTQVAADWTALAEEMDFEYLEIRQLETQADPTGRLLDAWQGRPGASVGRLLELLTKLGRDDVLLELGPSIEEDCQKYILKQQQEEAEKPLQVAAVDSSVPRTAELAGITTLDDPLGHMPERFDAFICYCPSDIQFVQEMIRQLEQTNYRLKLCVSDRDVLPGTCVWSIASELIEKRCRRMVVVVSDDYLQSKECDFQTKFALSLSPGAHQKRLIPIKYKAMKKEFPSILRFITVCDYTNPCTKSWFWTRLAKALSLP
# STAT3 inh – IL-6 driven STAT3 reporter inhibitors, primary screen, U3A cells, luciferase, luminescence, MLSCN library; inhibition, % at 5.5 µM; IL-6 STAT3-luciferase reporter; host cell line lacks STAT1; actives 0.89% (n = 190,000); AID 862, 2007;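 active = inhibition above the mean inhibition across all screened compounds plus 3 SD, cut at about 44% in these data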;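 also: 0% = DMSO only wells and 100% = 100 µM nifuroxazide control wells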
# NF-kB neuron act – activators of NF-kB expression in neurons, primary screen, cell-based, HTS; actives 1.6% (n = 190,000); human neuronal cells, NF-kB reporter expression; active compounds read high; fold change at 12.5 µM; in the data active = fold change above about 3.3
# HMGR II inh – inhibitors of E. faecalis class II HMGR, primary screen, biochemical, Enterococcus faecalis; purified E. faecalis HMGR, NADPH absorbance 340 nm kinetic; inhibition, % at 10 µM; actives 0.41% (n = 190,000);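 active = inhibition above a set limit, the median over all tested compounds plus 3 SD, cut at about 9.5% in these data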;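 also: enzyme runs in reverse so mevalonate oxidation gives rising NADPH absorbance; 0% = complete reaction with DMSO and 100% = background rate lacking mevalonate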
# * = called active by the depositor; · = no result given.
# Below each SMILES – Hsp70 activator	STAT1 blocker	APP 5'UTR act	STAT1 act	Redox H2O2 prof	STAT3 activator	TLR4-MyD88 BLA	STAT3 inh	NF-kB neuron act	HMGR II inh
Cc1c(C(=O)Nc2ccc3c(c2)CCC3)cccc1[N+](=O)[O-]
  -0.1	-31	92	128	-0.6	103	-5	-2	1.1	-2
O=C(CN1CCN(c2cccc(Cl)n2)CC1)N1CC(O)CO1 (stereo not drawn)
  0.0	-8	7	108	-0.5	89	-10	21	1.3	-3
Clc1ccc(-c2nc3nc4ccccc4nc3n2Cc2ccco2)cc1
  0.1	-30	51	127	0.9	100	2	4	3.7*	-7
Nc1nc2n(n1)C(c1ccco1)CC(c1ccc(Cl)cc1Cl)N2 (stereo not drawn)
  -0.5	-4	27	104	0.7	106	-2	-3	1	4
COCc1nnc(NC(=O)c2ccc(S(=O)(=O)N(C)c3ccccc3)cc2)o1
  -0.2	-4	18	104	-0.5	92	-10	15	1.2	-5
COc1ccc(S(=O)(=O)N2CCN(C(=O)c3cccc(Cl)c3)CC2)cc1
  0.2	13	4	84	-0.3	109	6	-6	0.96	-6
Cn1nnc(C(O)CN2CCOCC2)n1 (stereo not drawn)
  -0.2	-1	2	101	0.3	100	-20	10	1	-3
COc1ccccc1NC(=S)NCc1ccc2c(c1)OCO2
  -0.2	1	0	99	0.0	99	-1	4	1.2	-4
O=C1CCN(C(=O)/C=C/c2ccccc2)c2ccccc21
  0.0	-31	15	129*	-0.7	91	0	12	1.9	-3
CCCc1nc2c(=O)n(C)c(=O)[nH]c2n1CCC
  -0.2	-7	·	110	1.2	99	6	1	1	-3
O=C(CSc1nnc(NC(=O)c2ccccc2C(=O)O)s1)Nc1ccccc1Cl
  -0.3	-2	9	100	-0.2	102	-10	-1	1	-4
O=C(OC(C(=O)NC1CCCC1)c1ccncc1)C1=Cc2ccccc2OC1 (stereo not drawn)
  0.3	11	5	90	0.2	105	-1	-1	1.1	-6
Cc1ccc(N2C(=O)C3Sc4[nH]c(=O)sc4C(c4ccccc4)C3C2=O)cc1 (stereo not drawn)
  0.0	1	9	99	0.5	94	13	12	1.1	4
COc1cc(N2CCCC2)c(OC)cc1/C=C(/C#N)c1ccc(F)cc1
  0.0	-1	0	107	-0.5	98	-1	4	1.1	1
COCCn1c(Sc2ccccc2)nc2c1c(=O)[nH]c(=O)n2C
  0.7	-7	-2	106	-1.2	105	-5	-3	0.96	-4
Cc1ccc(-n2c(SCC(=O)c3c(N)n(C)c(=O)n(C)c3=O)nc3sc4c(c3c2=O)CCCC4)c(C)c1
  0.1	6	8	95	-0.3	91	-17	9	0.94	2
CCCc1cc(Nc2cccc(OC)c2)n2ncnc2n1
  -0.3	2	7	98	3.0	95	6	10	0.83	2
O=C(Nc1cccc2c1C(=O)NC2=O)c1ccc(N2C(=O)CCC2=O)cc1
  0.3	-16	13	114	0.1	111	-10	-5	0.89	-1
COc1ccc(NC(=O)CN2CCN(S(=O)(=O)c3ccc(F)cc3)CC2)cc1Cl
  -0.5	0	3	100	0.0	86	1	20	0.73	2
Cc1ccc(OCC(=O)NNC(=O)C(=O)N2CCCC2)c(C)c1
  -0.2	15	-5	86	-0.7	78	-8	32	1.1	-10
Cc1cc(C)c(C(=O)Nc2ccc(Br)c(C(F)(F)F)c2)c(C)c1
  -0.3	-2	6	101	·	106	4	-7	1.1	1
N#C/C(=C/c1ccc(CNC(=O)C(=O)Nc2cc(Cl)cc(Cl)c2)o1)C(=O)NCc1cccnc1
  -0.1	-1	13	101	0.7	104	6	-10	0.85	-3
O=C(c1ccccc1)N1N=C(c2ccccc2)CC1c1ccc2nccnc2c1 (stereo not drawn)
  -0.2	9	2	92	0.4	108	-5	-11	0.93	-6
CCn1cc(C(=O)OCC(=O)NCc2ccc3c(c2)OCO3)c(=O)c2ccc(C)nc21
  0.2	0	5	100	1.6	105	-20	5	1.1	0
C=CCn1c(SCC(=O)c2ccc(OC)cc2)nnc1-c1cc2cccc(OC)c2o1
  -0.6	1	-1	99	5.8	109	0	-5	1	-1
CCOc1ccc(OCC)c(NC(=O)CCCN2C(=S)NC(C)(C)CC2C)c1 (stereo not drawn)
  -0.4	5	-15	96	0.0	101	-2	-1	1	-2
CC(=O)c1ccc(NC(=S)NCc2ccco2)cc1
  -0.1	-14	10	111	-0.5	89	-7	18	1.4	-6
O=C(NCc1ccco1)C(=O)c1cn(CC(=O)N2CCCCCC2)c2ccccc12
  -0.3	-4	1	103	-0.6	104	4	-1	1.1	-2
CCCNC(=O)c1cn(CC)c2cc(N3CCN(C)CC3)c(F)cc2c1=O
  -0.5	-1	-9	101	0.0	105	-2	0	0.79	-1
O=C(NC1(C(F)(F)F)NC(=O)N(c2ccc(F)cc2)C1=O)c1ccncc1 (stereo not drawn)
  -0.3	14	6	88	-0.2	91	1	14	1.4	-5

# An excerpt from above in order of count of non-hydrogen atoms, high to low.
# Below each SMILES – Hsp70 activator	STAT1 blocker	APP 5'UTR act	STAT1 act	Redox H2O2 prof	STAT3 activator	TLR4-MyD88 BLA	STAT3 inh	NF-kB neuron act	HMGR II inh
N#C/C(=C/c1ccc(CNC(=O)C(=O)Nc2cc(Cl)cc(Cl)c2)o1)C(=O)NCc1cccnc1
  -0.1	-1	13	101	0.7	104	6	-10	0.85	-3
O=C(c1ccccc1)N1N=C(c2ccccc2)CC1c1ccc2nccnc2c1 (stereo not drawn)
  -0.2	9	2	92	0.4	108	-5	-11	0.93	-6
Nc1nc2n(n1)C(c1ccco1)CC(c1ccc(Cl)cc1Cl)N2 (stereo not drawn)
  -0.5	-4	27	104	0.7	106	-2	-3	1	4

# Remaining list, next part:
# Below each SMILES – Hsp70 activator	STAT1 blocker	APP 5'UTR act	STAT1 act	Redox H2O2 prof	STAT3 activator	TLR4-MyD88 BLA	STAT3 inh	NF-kB neuron act	HMGR II inh
CCS(=O)(=O)N1CCC(C(=O)N2CCN(Cc3ccccc3)CC2)CC1
  0.0	-3	-8	103	-0.5	97	-13	12	0.93	5
CCOC(=O)c1ccc(N2C(=O)c3n[nH]c(-c4ccco4)c3C2c2cccc([N+](=O)[O-])c2)cc1 (stereo not drawn)
  -0.6	1	7	99	0.1	96	-14	2	0.41	3
O=[N+]([O-])c1ccc(Cl)c(CN2CCSCC2)c1
  -0.4	4	11	97	0.0	99	1	0	0.95	1
CCCn1c(N2CCN(Cc3ccc(Cl)cc3)CC2)nc2ccccc21
  -0.2	9	-8	91	-1.1	102	-2	-1	0.95	-6
CCOC(=O)Nc1ccc(NC(=O)c2c(OC)cccc2OC)cc1
  -0.4	6	-4	95	-2.7	97	1	8	0.95	-1
CC(C)C1N=C(c2ccc3c(c2)OCO3)CC(c2ccccc2O)N1 (stereo not drawn)
  -0.5	12	104	89	0.1	138*	1	-37	2.5	0
Cc1nc(NC(=O)CN2CCOCC2)sc1-c1ccccc1
  0.0	-25	12	122	-0.6	98	-6	7	1.8	-1
COC(C(=O)Nc1c(F)cccc1F)c1ccccc1 (stereo not drawn)
  -0.1	3	8	96	0.1	98	-18	10	0.96	1
O=C(Nc1cccc(Cl)c1)OCc1cncs1
  0.0	-2	4	101	0.2	95	5	10	1.4	0
COc1ccc(-c2nnc(SCC(=O)NCc3cccs3)n2C)cc1
  -0.3	3	10	95	0.7	101	13	3	·	·
C=CCn1c(Cn2nnc3ccccc32)nnc1SCC(=O)N/N=C/c1cc(Br)cc(OC)c1O
  0.0	-5	7	105	-0.2	112	-9	-14	0.99	0
Cc1ccc(NC(=O)CCC(=O)c2ccc(F)cc2)cc1Cl
  0.0	4	-6	96	-4.4	92	-11	20	1.2	1
Cc1cc(NCCN2CCOCC2)n2ncc(-c3ccccc3)c2n1
  0.0	-72	42	165*	0.2	116	-1	-17	3	-3
O=C(Nc1ccccc1)O/N=C/c1ccncc1
  -0.1	0	13	100	1.9	106	20	5	1.4	-4
O=C(NCc1ccc(Cl)cc1)c1ccc2nc[nH]c2c1
  -0.2	6	5	95	-0.3	89	-4	13	1.1	-11
COCCn1c(=S)[nH]c2cc(C(=O)NCC3CCCO3)ccc2c1=O (stereo not drawn)
  0.0	4	-8	97	-1.2	105	-2	-3	1.1	-2
Cc1cc2c(=O)[nH]c(Cc3ccccc3)nc2s1
  -0.1	-8	-2	107	0.3	101	4	2	1.2	-10
O=C(Nc1ccccc1)Nc1c(F)cccc1F
  0.0	0	-26	98	-2.3	102	10	5	1.2	-1
COc1ccccc1CNC(=O)C/C(C)=N/NC(=O)Cc1ccc(OC)c(OC)c1
  -0.3	2	12	99	-0.7	105	-8	-8	1.1	6
Cc1cccc(/C(N)=N/OC(=O)COc2ccc(Cl)cc2)c1
  0.1	-16	9	115	-1.6	95	6	10	1.4	0
CC1=C(C(=O)OCC2CCCO2)C(c2ccccc2)NC(=O)N1 (stereo not drawn)
  -0.3	3	-5	97	-0.5	95	10	13	0.97	-1
CCOc1ccc2nc(SCC(=O)Nc3cccc(S(=O)(=O)NC4=NCCCCC4)c3)[nH]c2c1
  -0.3	17	12	84	0.4	103	2	5	1.1	-10
Cn1c(=O)c2c(nc(SCC(=O)NCc3ccc4c(c3)OCO4)n2Cc2ccccc2)n(C)c1=O
  -0.6	-1	10	101	2.6	106	-18	-4	1.1	1
COc1ccc(C2=NN(C(C#N)c3ccc(OC)c(OC)c3)C(c3ccccc3)C2)cc1 (stereo not drawn)
  0.4	-27	155*	124	1.2	103	2	0	6.1*	-2
CCCCCn1c(SCC(=O)CC(=O)OCC)nc2cc(C(=O)N3CCC(C(N)=O)CC3)ccc2c1=O
  -0.1	1	-3	98	-1.1	102	-1	0	1.2	-3
CCCCOc1ccc(CNC(=O)NS(=O)(=O)c2ccc(OCC)cc2)cc1
  -0.1	11	-6	90	0.0	93	3	5	1.1	-2
CCCNC(=O)c1cc(-c2ccco2)on1
  0.2	-21	50	120	0.0	103	6	0	4.9*	0
CC(C)CCN1CCNC(=O)C1CC(=O)Nc1ccc(F)cc1 (stereo not drawn)
  -0.3	-6	10	105	-0.2	100	-13	3	1.3	-2
COc1ccccc1NC(=O)COc1ccc(Br)cc1CNC1CCCC1
  -0.2	0	-4	97	-0.2	89	-3	18	0.79	2
CCC1=NN(C(=O)C(=O)Nc2ccccc2OC)C(O)(C(F)(F)F)C1 (stereo not drawn)
  -0.1	-9	2	108	1.6	108	9	2	0.98	-5
CCC1(C)OCC(Cn2c3ccccc3c3ccccc32)O1 (stereo not drawn)
  0.0	2	8	95	5.1	97	-2	6	1.2	-7
CC(=O)Nc1ccc(Cc2ccncc2)cc1
  -0.5	-3	4	103	2.3	103	-1	1	1.2	2

# Not a hit list; about 5.6% have a hit in one of these screens.
